Screening results (PubChem BioAssay)
ABCG2 block: human ABCG2 inhibition, ABCB1 as counter-screen. AID 1325. inhibition, % at 6.6 µM. Q9UNQ0. IgMXP3 cells, JC-1 efflux, flow cytometry. hit rate 0.1% among 190,000;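 active = inhibition above 80%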;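 also: 0% = DMSO and 100% = nicardipine control wells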
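material = IgMXP3 (ABCG2) plus far-red-tagged CCRF-Adr (ABCB1) cells | amount = 3 million cells/mL, equal mix of both lines | also added = JC-1 transporter substrate | dosing = one concentration, 6.6 µM final | schedule = 10 min at 25 °C | measured by = flow cytometric JC-1 green MFI at 530 nm | read-out basis = percent efflux inhibition, scaled nicardipine 100% to DMSO 0%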
RGS7-Gao reg: human RGS7-Galphao interaction regulation; P09471; Multiplexed bead flow cytometry, RGS7-Galphao binding; actives lie on both sides; binding response (% of control), % at 10 µM; hit rate 0.35% among 220,000; AID 1439; in the data active = binding response below about 49% or above about 150%;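 also: fluorescent Galphao held in activated GDP-AlF4 state binding bead-coupled RGS7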
Target sequence (P09471 whole entry, looked up): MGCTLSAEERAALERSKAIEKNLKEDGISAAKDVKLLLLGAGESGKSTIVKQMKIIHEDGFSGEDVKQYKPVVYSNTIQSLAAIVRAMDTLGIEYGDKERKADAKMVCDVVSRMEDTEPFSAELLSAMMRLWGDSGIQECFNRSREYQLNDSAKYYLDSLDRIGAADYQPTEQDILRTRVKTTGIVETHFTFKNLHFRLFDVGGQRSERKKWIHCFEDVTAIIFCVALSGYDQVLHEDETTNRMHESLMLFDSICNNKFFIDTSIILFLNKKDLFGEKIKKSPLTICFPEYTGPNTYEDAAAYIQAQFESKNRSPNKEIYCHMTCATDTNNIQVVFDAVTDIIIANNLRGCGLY
RGS8-Gao: regulators of human RGS8-Galphao interaction. P09471. multiplexed bead flow cytometry, RGS8-Galphao binding; actives lie on both sides. response (percent of control binding), % at 10 µM. hit rate 0.34% among 220,000. AID 1423; in the data active = response below about 60% or above about 140%; inactive = in between;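 also: Galphao activated as the GDP aluminium fluoride complex binding bead-coupled RGS8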
RGS4-Gao reg: modulates binding of RGS4 to human Galphao | Multiplexed bead flow cytometry; actives lie on both sides | hit rate 0.33% among 220,000 | AID 1415 | binding response (% of control), % at 10 µM | P09471; in the data active = binding response below about 49% or above about 150%; inactive = in between;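 also: fluorescent Galphao activated with aluminum fluoride binding bead-coupled RGS4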
Bim-Bcl-2: disrupts Bim peptide binding to human Bcl-2 | inhibition, % at 10 µM | AID 950 | hit rate 0.06% among 190,000 | Bead-based flow cytometry, Bim peptide-Bcl-2 binding; in the data active = inhibition above about 40%;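 also: 0% = no compound wells with probe peptide and 100% = reference peptide inhibitor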
Bfl-1 Bim block: human Bim-Bfl-1 interaction inhibition; hit rate 0.12% among 190,000; Q16548; inhibition, % at 10 µM; Bead-based flow cytometry, Bim-Bfl-1 binding inhibition; AID 1008;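 also: 0% = wells without compound plus tracer and 100% = blocker peptide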
ABCB1 inh: inhibitors of human ABCB1 transporter, ABCG2 counter-screen | P08183 | CCRF-Adr cells, JC-1 efflux, flow cytometry | inhibition, % at 6.6 µM | hit rate 0.067% among 190,000 | AID 1326; in the data active = inhibition above about 40%;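 also: 0% = vehicle and 100% = reference inhibitor; higher value means more JC-1 retained so stronger ABCB1 efflux block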
Mcl-1 Bim block: inhibitors of Bim-Mcl-1 interaction, human; Q07820; Bead-based flow cytometry, Bim peptide-Mcl-1 binding; inhibition, % at 10 µM; hit rate 0.1% among 190,000;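 also: 0% = no compound tracer wells and 100% = peptide blocker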
Target sequence (Q07820 whole entry, looked up): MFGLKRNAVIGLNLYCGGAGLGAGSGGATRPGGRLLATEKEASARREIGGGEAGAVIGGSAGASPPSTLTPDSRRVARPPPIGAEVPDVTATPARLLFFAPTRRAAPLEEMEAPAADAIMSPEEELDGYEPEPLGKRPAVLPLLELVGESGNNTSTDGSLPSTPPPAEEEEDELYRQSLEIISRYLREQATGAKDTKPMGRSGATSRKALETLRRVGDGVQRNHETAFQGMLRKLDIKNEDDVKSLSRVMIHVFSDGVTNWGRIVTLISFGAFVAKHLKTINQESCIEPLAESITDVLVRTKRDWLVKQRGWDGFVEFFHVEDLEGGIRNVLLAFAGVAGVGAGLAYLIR
Bim-Bcl-W: inhibitors of Bim-Bcl-W interaction, human; inhibition, % at 10 µM; AID 952; hit rate 0.02% among 190,000; bead-based flow cytometry, Bim peptide-Bcl-W binding; Q92843;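 also: 0% = bound tracer without compound and 100% = peptide blocker; higher means less fluorescent Bim peptide bound to Bcl-W beads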
Bcl-B Bim block: disrupts Bim peptide binding to human Bcl-B. Q9HD36. bead-based flow cytometry. inhibition, % at 10 µM. hit rate 0.073% among 190,000. AID 951;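 also: 0% = tracer peptide without compound and 100% = reference inhibitor peptide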
Target sequence (Q9HD36 whole entry, looked up): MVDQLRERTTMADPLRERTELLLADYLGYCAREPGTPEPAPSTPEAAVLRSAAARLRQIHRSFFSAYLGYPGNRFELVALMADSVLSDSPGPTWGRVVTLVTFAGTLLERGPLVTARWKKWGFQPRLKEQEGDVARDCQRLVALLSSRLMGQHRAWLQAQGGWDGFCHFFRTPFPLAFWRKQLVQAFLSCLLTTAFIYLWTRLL
Bcl-XL Bim block: inhibitors of Bim-Bcl-XL interaction, human; Q07817; Bim peptide-Bcl-XL binding, bead flow cytometry, fluorescence; inhibition, % at 10 µM; hit rate 0.04% among 190,000; AID 1007
Starred values were filed as active, the others as inactive; · = not tested or not shown; [ ] = dose if it differs, or a comment. Rule as the data show it, unless noted: active = inhibition above about 40%.

SMILES	ABCG2 block	RGS7-Gao reg	RGS8-Gao	RGS4-Gao reg	Bim-Bcl-2	Bfl-1 Bim block	ABCB1 inh	Mcl-1 Bim block	Bim-Bcl-W	Bcl-B Bim block	Bcl-XL Bim block
O=C(c1ccc(S(=O)(=O)N2CCCCCC2)cc1)N1CCN(c2ccccn2)CC1	1	98	99	95	-3	-3	0.8	-1	0	-1	0
O=C(O)CCSc1nnc(-c2ccc3c(c2)OCO3)o1	0	104	103	102	-7	-12	0.1	0	-1	-6	-3
Cc1cc(C)nc(N/N=C/c2ccc(N3CCOCC3)cc2)n1	5	99	100	101	2	-3	0.2	5	4	0	2
CCOC(=O)c1cnc2ccc(C(=O)OC)cc2c1Nc1ccc2c(c1)OCCO2	6	96	100	100	-2	-7	1.7	2	3	-4	1
Cc1cc(C)nc(SCc2ccc(C(=O)O)o2)n1	0	98	100	98	-1	-10	0.1	4	1	-5	-4
CCCCn1c(SCC(=O)c2ccc(O)c(O)c2)nc2ccsc2c1=O	-2	88	95	93	-1	-2	-0.9	-5	-5	-2	-5
CCOC(=O)C1Cc2c([nH]c3ccccc23)CN1 (stereo unspecified)	0	106	102	101	-6	-9	-0.1	-2	3	-5	-6
O=C(COC(=O)c1cc(S(=O)(=O)N2CCOCC2)cs1)c1ccccc1	1	102	98	104	2	-8	0.4	2	7	-4	0
COc1ccccc1OCc1ccc(C(=O)Nc2ccc(Cl)cn2)o1	7	95	99	99	-1	-1	0.9	2	2	-2	1
CCCc1nnc(NC(=O)CCC(=O)N2CCN(CCn3c(C)ccc3C)CC2)s1	4	106	101	106	1	3	1.1	0	4	0	0
COc1cc(OC)c(NC(=O)c2ccoc2C)cc1Cl	11	99	98	103	-10	-13	1.4	-1	0	-11	0
O=C(NC(=S)NCc1ccco1)c1ccccc1	16	102	99	103	2	4	1.1	-6	0	2	3
S=C(NCC1CCCO1)NC1CCCCC1 (stereo unspecified)	0	94	99	96	-10	-7	-0.3	-2	-3	-5	-3
Cc1cccc(-c2c(O)cc(=O)[nH]c2Cl)c1	0	87	94	91	-1	-2	-0.2	0	2	0	-1
Cc1nc(C)n(CC(O)COc2ccc3cc(Br)ccc3c2)n1 (stereo unspecified)	13	97	107	106	-6	-11	-0.4	-1	4	-5	-8
COc1ccccc1OCCCn1c(C)c(C#N)c2ccccc21	7	97	101	101	-6	-6	1.3	0	0	-8	-2
COc1ccc(C(=O)N/N=C/c2ccc(SC)cc2)cc1	0	92	99	88	1	0	-0.1	-2	-4	-8	-6
COc1cc(O)c2c(=O)cc(-c3ccccc3)oc2c1	11	93	94	96	-6	-12	0.8	-5	-7	-5	-6
Cc1ccc(C)n1-c1nc(=S)[nH][nH]1	-2	109	100	102	-14	-2	-0.4	-166	0	-55	-1
COC(=O)N/N=C/c1cc(C)n(-c2ccccc2)c1C	12	98	108	98	-7	-17	1.2	2	0	-5	-1
COc1ccc(Br)c(/C=N/NC(=O)COc2ccc(-c3ccccc3)cc2)c1	2	99	98	93	-3	0	0.1	-2	0	0	1
N#CCC(=O)Nc1ccc(C(=O)NCC(c2ccco2)N2CCCCC2)cc1 (stereo unspecified)	2	97	99	98	-5	-6	0.9	1	-6	-4	-2
CS(=O)(=O)Nc1ccc(C2=NN(S(=O)(=O)c3ccc(F)cc3)C(c3ccco3)C2)cc1 (stereo unspecified)	-4	99	98	100	-1	-4	-0.5	0	0	-3	0
O=C(CSc1ccccc1C(=O)O)NCc1ccco1	4	101	103	103	0	-2	0.4	-1	-1	-1	-5
Cc1cc(C)nc(N/N=C/c2c[nH]c3ccccc23)n1	2	106	103	104	-1	-4	0.4	-1	1	-4	-1
O=S(=O)(c1ccc(NC(=S)NCCc2ccccc2)cc1)N1CCOCC1	2	98	98	99	-1	5	0.4	-5	0	-4	0
COc1ccc(CNC(=O)c2cc(-c3cccs3)on2)cc1	2	102	101	101	1	-12	-0.3	-3	-7	-6	-7
CSC1=N/C(=C\c2ccccc2F)C(=O)S1	5	100	103	104	-8	-8	0.5	1	0	-8	-3
CCc1c(O)nc(SCC(=O)Nc2ccccc2)n(C(C)CC)c1=O (stereo unspecified)	0	103	100	102	-3	-3	0.0	0	-1	0	-3
CSCc1c(C(=O)Nc2ccc(N3CCOCC3)cc2)oc2ccccc12	65	99	99	97	-10	-16	1.5	-3	-4	-7	-12

Arranged by value in RGS7-Gao reg (rising): 3 of the compounds above
canonical_smiles,RGS7-Gao reg,RGS8-Gao,RGS4-Gao reg,Bim-Bcl-2,Bfl-1 Bim block,Mcl-1 Bim block,Bim-Bcl-W,Bcl-B Bim block,Bcl-XL Bim block
O=S(=O)(c1ccc(NC(=S)NCCc2ccccc2)cc1)N1CCOCC1,98,98,99,-1,5,-5,0,-4,0
COc1ccc(Br)c(/C=N/NC(=O)COc2ccc(-c3ccccc3)cc2)c1,99,98,93,-3,0,-2,0,0,1
O=C(CSc1ccccc1C(=O)O)NCc1ccco1,101,103,103,0,-2,-1,-1,-1,-5

More results follow.
SMILES	ABCG2 block	RGS7-Gao reg	RGS8-Gao	RGS4-Gao reg	Bim-Bcl-2	Bfl-1 Bim block	ABCB1 inh	Mcl-1 Bim block	Bim-Bcl-W	Bcl-B Bim block	Bcl-XL Bim block
COc1ccc(-c2nc(N)n(C(=O)c3ccccc3Cl)n2)cc1	15	86	95	89	-3	-1	2.1	-3	-3	-9	-4
CC[C@H](C)[C@@H](C(=O)N1CCNCC1)n1cc([C@@H](N)CC(C)C)nn1	1	98	101	101	0	-6	0.4	1	-2	-3	-2
Cc1csc(NC(=O)CCc2ccc(S(=O)(=O)N3CCOCC3)cc2)n1	5	96	102	100	-5	-11	0.4	-1	-2	-6	-3
CCCCSc1nc2c(c(=O)n1CC)SC(C)C2 (stereo unspecified)	3	103	101	100	-8	-10	0.6	1	-2	-2	-3
O=CN(c1ccccc1)c1ccc2ccccc2c1	2	95	97	96	0	-2	0.4	3	1	-1	2
Cc1ccoc1C(=O)NCCCNC(=O)c1occc1C	1	97	96	102	-6	7	0.9	-1	-2	-7	-5
Cn1c(CC(=O)Nc2ccccc2C(F)(F)F)c(Sc2ccccc2)c2ccccc21	-2	105	104	107	-6	-9	-0.2	-1	-5	-8	-5
O=C(CNC(=O)c1ccccc1F)N/N=C/c1cc(Br)ccc1OC(=O)/C=C/c1ccco1	2	105	105	108	2	2	3.0	-5	0	-6	0
O=Cc1ccc2noc(-c3ccc(Cl)cc3)c2c1	·	95	98	97	-1	-10	·	6	2	-8	-1
CCN(CCCNC(=O)COc1cc(=O)n(CC)c2ccccc12)Cc1ccccc1	0	97	99	99	-8	-11	0.0	-4	0	-8	-1
COc1cnc(-c2cccc(C(F)(F)F)c2)[nH]c1=O	1	102	101	103	-6	-5	0.5	-2	-2	-5	2
CC(=O)Oc1ccc2cc(-c3nc4ccccc4n3C)c(=O)oc2c1	3	100	98	94	-1	-13	0.4	0	0	-3	-4
Cc1ccc(S(=O)(=O)NC2CCCC2)cc1C	4	107	104	103	-4	-2	1.5	0	-1	0	-1
COc1cc(/C=N/NC(=O)c2ccc(Cl)cc2)ccc1OCC(=O)N1CC(C)OC(C)C1 (stereo unspecified)	0	103	103	103	2	-6	0.1	0	-1	-2	-2
O=C(CO/N=C/c1ccccc1)N1c2ccccc2Oc2ccccc21	4	98	105	101	-20	0	0.0	-1	0	-5	-5
CCC(C)(C)c1ccc(OCCCC[n+]2ccccc2)c(C(C)(C)CC)c1	7	108	104	107	-6	-2	1.2	-1	-3	-5	-2
Cc1cc(C)c2c(=O)cc(C(F)(F)F)oc2n1	-1	111	104	107	0	-3	0.5	2	0	-1	1
Cc1ccc(NC(=O)CN2CCCCC2)c2c1CC(C)(C)O2	9	103	104	102	1	3	1.2	-3	-3	-3	-3
CCN(CC)C(=O)c1csc(Nc2ccc(C)cc2)n1	-1	99	101	101	-9	-3	-2.0	0	0	-7	-10
C=CCn1c(SCC(=O)c2ccc(CNC(C)=O)o2)nc2scc(C3CC3)c2c1=O	5	101	100	96	-8	-10	0.5	-1	3	-1	-2
C=C(Br)CN1CCN(CC(=C)Br)CC1	8	100	101	102	-11	-15	0.7	-5	-2	-13	-11
COc1ccccc1C(=O)NNC(=S)NC(=O)c1cc(OC)c(OC)c(OC)c1	-5	100	103	105	3	2	-0.9	3	5	-6	3
O=C1CCC(C(=O)OCC(=O)C23CC4CC(CC(C4)C2)C3)N1 (stereo unspecified)	0	101	101	100	-3	-4	-0.2	-3	-4	-6	-6
CN(Cc1ccccc1)S(=O)(=O)c1ccc(NC(=S)NC(=O)C2CCCCC2)cc1	6	105	100	101	-7	-7	0.5	-3	-5	-12	-7
CC1CCCC(NC(=O)COC(=O)c2sc3ccccc3c2Cl)C1C (stereo unspecified)	-3	-6.9*	9.4*	4.5*	-4	-19	-0.5	-3	-1	-6	-4
CCN(CC)C(=O)CSc1nc(O)cc(=O)n1CC	1	166*[activator]	97	126	-1	0	0.5	1	0	-3	-8
CC(C)OC(=O)CSc1ncnc2c1cnn2Cc1ccccc1	7	94	100	96	-13	-15	0.6	-4	-3	-13	-4
O=Nc1c(-c2ccccc2)cc2ccccn12	1	104	100	108	0	-7	0.1	1	1	-3	-3
Cc1nc2ccccc2c2nc(N)nn12	4	101	106	106	0	-3	0.9	-5	-3	-6	-10
O=C1CC(N2CCN(c3ccccc3O)CC2)C(=O)N1Cc1ccccc1 (stereo unspecified)	3	96	100	96	-5	-9	0.4	-1	-3	-5	-6
Cc1ccc(-c2csc(=S)n2CC(=O)OCC(=O)NCc2ccco2)cc1	2	96	98	96	-8	-7	0.6	-3	0	-10	-5
CCn1nc(C)c(CN2CCN(Cc3ccsc3)C(CCO)C2)c1C (stereo unspecified)	3	101	101	100	-1	-6	0.4	-1	-2	-3	-1
Cc1oc(-c2cccs2)nc1CN1CCN(CCC(C)C)C(CCO)C1 (stereo unspecified)	0	100	102	101	-7	-8	0.1	-3	-2	-7	-1
CCOC(=O)C1=C(CNCc2ccc(C)cc2)NC(=O)NC1c1ccc(OC)cc1 (stereo unspecified)	12	102	98	100	-6	-15	3.5	0	-1	-6	-4
Cc1ccc(N=C2SC(C(=O)O)CC(=O)N2C)cc1C (stereo unspecified)	1	101	100	98	-1	1	0.4	15	0	0	0
O=C(NC(=S)Nc1ccc(O)cc1)c1ccccc1Cl	1	101	98	99	0	4	-0.3	0	0	0	0
CCNC(=S)NNC(=O)CCn1c2ccccc2c2ccccc21	3	107	105	105	1	10	0.5	0	4	-7	0
CCn1c(NC(=O)c2cccs2)c(-c2cccs2)c(=O)c2ccccc21	0	96	98	99	-4	-8	0.1	-1	-2	-7	0
N#C/C(=C\c1ccccc1)C(=O)Nc1cc(S(=O)(=O)N2CCOCC2)ccc1N1CCCC1	11	98	99	99	-4	-3	1.9	-7	-6	-6	-7
O=C(CN1CCN(CCN2C(=O)c3cccc4cccc(c34)C2=O)CC1)c1ccc(Cl)cc1	12	104	99	101	1	0	1.2	1	3	0	0
CN(C)c1ccc(CNn2cnnc2)cc1	13	100	103	101	-12	-15	1.1	10	-3	-7	-5
